# Compound activity from PubChem.
# Fh CTSL1 inh: counter-screen for PFM18AAP inhibitors: inhibitors of F. hepatica cathepsin L1; recombinant F. hepatica cathepsin L1, Z-Leu-Arg-MCA fluorescence; inhibition, % at 5.96 µM; 0.49% of 300,000 active;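 active = inhibition above the mean of all tested compounds plus 3 SD, set per screening campaign, cut at about 17% in these data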;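 note: 0% = plate median of test compound wells and 100% = 1 µM Z-Phe-Ala-diazomethylketone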
# core dimer inh: HCV core protein dimerization inhibition; TR-FRET GST/Flag-core106 dimerization, 1536-well; inhibition, % at 5 µM; 0.33% of 300,000 active; AID 1899;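 active = inhibition above the mean of all tested compounds plus 3 SD, set per screening campaign, cut at about 45% in these data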
#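 Assay system: tagged HCV core106 pair (GST and Flag); medium: KF-containing HEPES buffer, pH 7.45, DTT, CHAPS, BSA; also added: Eu donor and XL665 acceptor anti-tag antibodies; dosing: 5 µM single dose; timing: compound-protein-antibody incubation 4 h at 22.5 °C; signal: TR-FRET 671 and 617 nm emission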
# Efflux pump inh: inhibitors of Candida antifungal efflux pumps expressed in yeast. S. cerevisiae Candida pump triplex, Nile Red efflux. inhibition, % at 10 µM. 0.44% of 330,000 active. AID 485275;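 active = plate passing quality check with inhibition over a set limit, or well fluorescence over plate mean plus 4 SD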;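 note: Nile Red retained in pooled yeast measured as flow cytometry median fluorescence; 0% = buffer negative control and 100% = Enniatin B positive control; higher means more Nile Red kept so more efflux inhibition; some compounds called inactive have numbers as strong as hits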
# PREPL inh: inhibits the human prolyl oligopeptidase-like enzyme. Q4J6C6. recombinant PREPL, fluorescence polarization activity-based probe. inhibition, % at 5.96 µM. 0.68% of 320,000 active; in the data active = inhibition above about 43%;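 note: 0% = enzyme with DMSO and 100% = wells lacking enzyme; many of its hits are not listed in these tables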
# Target sequence (Q4J6C6 whole entry, looked up): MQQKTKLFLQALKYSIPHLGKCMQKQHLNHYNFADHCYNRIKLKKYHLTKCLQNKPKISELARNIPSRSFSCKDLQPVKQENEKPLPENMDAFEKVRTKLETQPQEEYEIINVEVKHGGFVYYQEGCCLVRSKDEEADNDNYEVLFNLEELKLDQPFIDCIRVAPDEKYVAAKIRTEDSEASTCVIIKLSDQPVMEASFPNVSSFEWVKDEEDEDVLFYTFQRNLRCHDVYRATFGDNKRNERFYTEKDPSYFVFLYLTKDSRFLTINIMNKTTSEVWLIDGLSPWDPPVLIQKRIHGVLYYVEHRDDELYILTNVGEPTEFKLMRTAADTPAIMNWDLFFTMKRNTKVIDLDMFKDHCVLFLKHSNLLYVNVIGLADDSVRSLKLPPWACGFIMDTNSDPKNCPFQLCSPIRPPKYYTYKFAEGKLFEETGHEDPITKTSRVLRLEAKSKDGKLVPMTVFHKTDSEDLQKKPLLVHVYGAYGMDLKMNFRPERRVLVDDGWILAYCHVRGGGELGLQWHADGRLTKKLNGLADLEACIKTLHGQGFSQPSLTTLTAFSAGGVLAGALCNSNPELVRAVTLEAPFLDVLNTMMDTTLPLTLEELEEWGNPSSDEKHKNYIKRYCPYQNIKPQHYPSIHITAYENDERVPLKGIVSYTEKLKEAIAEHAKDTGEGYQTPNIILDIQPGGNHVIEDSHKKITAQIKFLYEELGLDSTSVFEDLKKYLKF
# TPT1 inh: blocks Candida albicans tRNA 2'-phosphotransferase | recombinant caTPT1, FP RNA substrate dephosphorylation | inhibition, % at 5 µM | 0.81% of 300,000 active;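 active = inhibition above the mean of all tested compounds plus 3 SD, set per screening campaign, cut at about 24% in these data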;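 note: plate controls were DMSO alone for no effect and ferristatin control at 100 nM for full effect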
# PP1 inh: PP1-alpha (human) inhibition in PP5 counter-screen; P62136; purified PP1alpha, OMFP fluorescence; inhibition, % at 6.7 µM; 0.9% of 320,000 active;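 active = inhibition above the mean inhibition of all tested compounds plus 3 SD, computed separately for each screening campaign, cut at about 15% in these data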
# Target sequence (P62136 whole entry, looked up): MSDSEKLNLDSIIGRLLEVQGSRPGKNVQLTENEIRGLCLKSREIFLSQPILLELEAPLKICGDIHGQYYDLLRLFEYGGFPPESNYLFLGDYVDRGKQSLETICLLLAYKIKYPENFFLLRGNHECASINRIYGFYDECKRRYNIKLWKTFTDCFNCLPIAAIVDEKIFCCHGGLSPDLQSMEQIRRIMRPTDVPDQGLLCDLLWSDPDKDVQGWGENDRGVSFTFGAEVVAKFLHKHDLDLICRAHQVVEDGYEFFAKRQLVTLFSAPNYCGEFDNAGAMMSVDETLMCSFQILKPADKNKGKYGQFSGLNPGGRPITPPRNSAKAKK
# PP5 primary: inhibitors of human protein phosphatase 5 (PP5) | P53041 | purified PP5c, OMFP substrate fluorescence | inhibition, % at 6.7 µM | 0.18% of 320,000 active;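 active = inhibition above the campaign's mean inhibition across all tested compounds plus 3 SD, cut at about 9.5% in these data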;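 note: 0% = DMSO only and 100% = 100 µM cantharidin control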
# EBNA-1 inhibitor: blocks EBNA-1 binding to DNA. EBNA-1 DNA binding, fluorescence polarization. inhibition, % at 14.8 µM. 0.34% of 300,000 active; in the data active = inhibition above about 28%
# ZTA counter: blocks Epstein-Barr virus ZTA, an EBNA-1 counter-screen; AID 2234; P03206; 0.15% of 320,000 active; ZTA-DNA binding, fluorescence polarization; inhibition, % at 11 µM; in the data active = inhibition above about 33%
# * hit, by the source's call; . = not tested or not shown. Some of the compounds tested (hit frequency here may not be typical).
SMILES,Fh CTSL1 inh,core dimer inh,Efflux pump inh,PREPL inh,TPT1 inh,PP1 inh,PP5 primary,EBNA-1 inhibitor,ZTA counter
N#CC(C#N)=C(Nc1ccc(F)cc1)SCc1cccc(Br)c1,-4,-3,0.0,-3,-2,7,4.4,-2,2
CSc1ccc(/C=N/NC(=O)CNc2ccc3ccccc3c2)cc1,2,1,0.0,37,3,-1,1.0,4,-3
Cc1ccc(CN2CCNC(=O)C2CC(=O)N(C)Cc2cnccn2)cc1 (centres undefined),-4,1,0.1,11,-6,-4,2.6,-20,-5
O=C(Nc1ccccc1)OCCOc1ccccc1,1,-2,0.1,-2,-1,4,2.6,3,4
O=[N+]([O-])c1cc(S(=O)(=O)O)cc([N+](=O)[O-])c1NN(c1ccccc1)c1ccccc1,8,-2,-0.2,2,-3,1,-0.7,1,0
CC(C)[C@H](NC(=O)Cc1ccccc1)C(=O)OCc1cc(=O)n2c(n1)sc1ccccc12,-2,46,0.1,-34,0,1,0.2,-15,-1
COc1cc2c(cc1OC)/C(=C/C(=O)c1ccc(NC(C)=O)cc1)NCC2,4,11,-0.1,2,7,-1,-0.7,8,18
Cc1ccc(-c2cn3cc(C)ccc3n2)cc1,-19,-4,0.4,8,3,-8,0.7,1,8
Cc1ccc(C)c(NS(=O)(=O)c2ccc(OCC(=O)N3CCCC3)cc2)c1,0,-1,0.0,1,-1,-4,1.9,-1,-2
CCCCCOc1ccc(C(=O)OCC(=O)Nc2cc(C)c(C)cc2[N+](=O)[O-])cc1,-5,4,-0.3,-5,0,-3,-1.2,-14,-14
CCN(C(=O)CC(C)C)c1nnc(Cn2nnc3ccccc32)s1,4,6,0.1,14,0,0,-0.1,-11,-7
Cc1ccc(Nc2c(-c3ccccc3O)nc3cnccn23)cc1,-1,4,0.1,18,-2,4,4.2,-7,-1
CCc1ccc(/C=C2/C(=O)N(c3ccccc3)C(=S)N2CC(=O)OC)s1,3,11,-0.2,2,6,2,-0.2,41*,8
Cc1[nH]c2ccccc2c1/C=N/NC(=O)c1cc(C(C)C)[nH]n1,1,-4,-0.1,-3,-8,-3,1.0,3,0
O=C(NN=C1C2CC3CC(C2)CC1C3)c1cccs1,1,-2,-0.1,-6,0,0,-1.5,2,13
Cc1cc(=O)oc2cc(OCC(=O)NC3CCCCC3)ccc12,2,1,0.0,-1,0,0,1.9,1,-1
OC1CCN(c2ncnc3nc[nH]c23)CC1,-3,2,-0.1,-15,-1,-5,-0.4,1,4
Cc1ccc(Nc2nc(N/N=C/c3c[nH]c4ccccc34)nc(N3CCOCC3)n2)cc1,1,-1,-0.1,44*,2,4,5.1,-6,10
O=C(Nc1ncc2c(n1)CC(c1cccc(Cl)c1)CC2=O)c1ccco1 (centres undefined),1,4,-0.1,-12,1,-4,0.3,11,4
COc1ccc(OCC(O)CNS(=O)(=O)c2ccc(C)cc2)cc1 (centres undefined),-5,-4,0.1,-23,0,-8,0.3,0,-19

# Compounds listed so far with a thiophene ring, fused or not, in the order listed:
SMILES,Fh CTSL1 inh,core dimer inh,Efflux pump inh,PREPL inh,TPT1 inh,PP1 inh,PP5 primary,EBNA-1 inhibitor,ZTA counter
CCc1ccc(/C=C2/C(=O)N(c3ccccc3)C(=S)N2CC(=O)OC)s1,3,11,-0.2,2,6,2,-0.2,41*,8
O=C(NN=C1C2CC3CC(C2)CC1C3)c1cccs1,1,-2,-0.1,-6,0,0,-1.5,2,13

# Going on with the list:
SMILES,Fh CTSL1 inh,core dimer inh,Efflux pump inh,PREPL inh,TPT1 inh,PP1 inh,PP5 primary,EBNA-1 inhibitor,ZTA counter
O=C(CN1CCN(c2ccccc2F)CC1)Nc1ccc2c(c1)CCC2,0,13,0.0,-78,-3,-7,2.0,-5,-6
O=C(NCc1cccs1)C(=O)NCC(c1ccco1)N1CCN(c2ccccc2)CC1 (centres undefined),-3,0,0.3,-49,-1,-3,3.1,-8,-7
COc1ccc(CNC(=O)COc2ccc(C)nc2[N+](=O)[O-])cc1,-3,0,0.1,-2,0,2,1.5,-7,-1
CNC(=S)N1CCn2cccc2C1c1ccc(F)cc1 (centres undefined),-1,-1,0.0,4,1,-3,0.4,-6,-4
O=C(CNc1cccc(C(F)(F)F)c1)N/N=C/c1cccc(Br)c1,3,-1,-0.2,8,4,4,8.5,9,19
COc1cc(OC)cc(C(=O)Nc2nnc(SCC(=O)NCc3ccco3)s2)c1,-1,15,-0.2,-3,2,-3,1.2,15,7
CC(C)[C@H](NS(=O)(=O)c1cccc(Cl)c1)C(=O)OCC(=O)N1CCN(c2ccccc2)CC1,10,2,0.1,29,0,2,2.4,-1,5
COc1ccc(N2CCN(c3ncnc4sc(C(=O)NCC5CCCO5)c(C)c34)CC2)cc1 (centres undefined),4,-4,-0.3,33,-1,1,0.4,6,-4
COC(=O)c1ccc(S(=O)(=O)NCc2ccc(OC)cc2)n1C,-1,-6,2.5*,17,-4,-4,-1.2,0,-12
O=C(/C=C/c1ccccc1Cl)N1CCCN(C(=O)/C=C/c2ccccc2Cl)CC1,-8,-3,-0.1,-2,-2,3,2.5,6,-2
CCOc1ccc(Cl)cc1S(=O)(=O)NCc1cccnc1,-4,-6,-0.1,-2,-1,0,1.4,2,-18
COc1cc2c(c(O)c1OC)-c1c(cc(OC)c(OC)c1OC)C[C@@H](C)[C@@H](C)C2,0,-7,-0.1,-4,-5,0,1.6,2,10
COc1ccc(CNCCNC(=O)c2ccco2)c(OC)c1OC,3,-1,-0.6,7,-1,-5,1.1,2,-13
COc1cc(C2(c3ccc(O)c(OC)c3)C(=O)Nc3c(C)cc(Br)cc32)ccc1O,1,2,0.1,2,-2,1,2.9,-8,7
OC1CCCCC1Sc1nc2ccccc2s1 (centres undefined),0,-1,0.0,-1,3,-2,-1.1,5,14
CS(=O)CSc1nc2c(cc1C#N)CCCC2 (centres undefined),0,-2,0.0,15,0,-2,-1.2,7,-8
CCC(C)c1ccc(N(CC(=O)NC(C)(C)C)C(=O)CNC(=O)c2cccs2)cc1 (centres undefined),6,-12,-0.1,-4,-3,9,4.2,0,-15
CCCNC(=S)NC1CC2CCCC(C1)N2Cc1ccc(F)cc1 (centres undefined),-1,1,-0.1,-9,-3,-1,1.2,0,-3
C/C(O)=c1/ccc2cccc3nc(C)nc1c23,1,-1,0.3,14,2,1,0.8,3,-6
O=C(N/N=C/c1ccccc1C(=O)O)c1cc(-c2ccc3c4c(cccc24)CC3)n[nH]1,0,19,-0.1,13,-1,3,1.7,0,6
COc1ccc(C2CC(c3ccc(OC)cc3O)=NN2C(=O)c2ccccc2)cc1 (centres undefined),5,-2,0.1,7,-2,2,1.8,-7,-22
Cc1ccc(-n2c(SCC(=O)N3CCCCC3)nc(O)cc2=O)cc1,-3,0,0.0,7,-3,1,0.4,10,-9
CCOc1ccc(NS(=O)(=O)c2cc(OCC(N)=O)c(C)cc2Cl)cc1,-4,9,-0.1,1,-4,-1,4.3,5,-15
CCOc1ccc(CN2CCN(CC3=Cc4cccc(OC)c4OC3)CC2CCO)cc1 (centres undefined),6,4,-0.1,3,0,-4,-0.4,8,6
COc1ccc(N2CCN(C3CCCN(C(=O)c4ccoc4)C3)CC2)cc1 (centres undefined),1,-4,-0.6,19,-2,-6,1.9,3,-5
O=C(NC(=S)NCc1ccco1)c1ccccc1[N+](=O)[O-],2,-4,0.1,6,-5,0,1.2,8,5
COC(=O)C1=C(C)N(c2ccccc2)/C(=C/c2ccco2)C1=O,3,0,0.0,0,-1,0,-1.4,-3,-4
CC1CCN(C(=O)CC(NC(N)=O)c2ccccc2Cl)CC1 (centres undefined),-2,6,-0.1,-9,-1,0,2.2,5,-6
C#CCNc1c(C)c(C)nc2ncnn12,0,-5,0.0,5,-2,1,0.6,-9,-1
O=C(Cn1cc([N+](=O)[O-])cn1)Nc1ccn(Cc2c(F)c(F)c(F)c(F)c2F)n1,-4,0,-0.1,2,-2,3,1.0,7,-9
COc1cc(C(=O)O)nc(OC)n1,-4,1,-0.3,-8,-1,-2,0.1,3,-6
O=C(CCCN1C(=O)/C(=C\c2ccccc2)SC1=S)Nc1ccc(C(=O)O)cc1,7,0,0.1,2,12,2,0.3,8,5
Cc1ccc(C2=CC(=O)C[C@H](c3ccc4c(c3)OCO4)C2)cc1,.,.,-0.1,-23,.,3,0.8,.,2
CCOC(=O)C1CCN(S(=O)(=O)c2ccc3c(c2)N(C(C)=O)CC(C)S3)CC1 (centres undefined),-3,12,0.2,-8,0,-5,1.1,1,-6
COC(=O)c1ccccc1NC(=S)NC(=O)c1ccc(C)cc1,4,2,-0.6,3,3,1,4.0,-7,-1
CCNC(=O)NCCNC(=O)c1cc(OCC(F)(F)F)ccc1OCC(F)(F)F,-2,0,0.1,0,-5,1,0.5,-2,2
COc1ccc(-n2nc(C(=O)NCC(=O)NC(C)C)c3ccccc3c2=O)cc1OC,2,0,0.1,12,1,0,2.1,-17,-9
COC(=O)c1cccnc1SCc1ccccc1,-2,5,0.0,-4,-1,2,-0.8,-4,-4
COc1ccc(CNC(=O)C2CCN(S(=O)(=O)c3cccc4nonc34)CC2)cc1,-2,2,0.0,6,0,-6,-0.7,-3,-2
Cn1nc(C(F)(F)F)cc1C(=O)O,1,-6,0.2,7,1,1,4.5,-18,-10

# Profiles, looked up by structure:
# `O=C(CN1CCN(c2ccccc2F)CC1)Nc1ccc2c(c1)CCC2` as listed: Fh CTSL1 inh = 0; core dimer inh = 13; Efflux pump inh = 0.0; PREPL inh = -78; TPT1 inh = -3; PP1 inh = -7; PP5 primary = 2.0; EBNA-1 inhibitor = -5; ZTA counter = -6
# `Cc1ccc(Nc2nc(N/N=C/c3c[nH]c4ccccc34)nc(N3CCOCC3)n2)cc1` as listed: Fh CTSL1 inh = 1; core dimer inh = -1; Efflux pump inh = -0.1; PREPL inh = 44*; TPT1 inh = 2; PP1 inh = 4; PP5 primary = 5.1; EBNA-1 inhibitor = -6; ZTA counter = 10

# (listing goes on)
SMILES,Fh CTSL1 inh,core dimer inh,Efflux pump inh,PREPL inh,TPT1 inh,PP1 inh,PP5 primary,EBNA-1 inhibitor,ZTA counter
O=S(=O)(NCc1cccnc1)c1ccc(Br)c2ccccc12,-2,15,1.7,-4,-8,-2,-0.6,8,8
O=C1CC(NNc2nc3ccccc3s2)C(=O)N1c1ccccc1 (centres undefined),-1,0,0.0,6,-3,3,1.0,7,-1
C=CCn1c(C)cc(C(=O)CSc2nnc(Cc3ccccc3)o2)c1C,3,9,-0.1,-12,-2,2,2.9,-13,2
CC1CC(C)CN(C(=S)Nc2ccc(OC(F)F)cc2)C1 (centres undefined),-2,-1,0.5,-3,-1,-1,4.7,-6,1
COc1ccc(C(C)=O)cc1COc1ccc(Cl)c(C)c1,0,-1,-0.1,11,-3,0,-1.4,7,10
CCOCC(=O)Nc1ccc(S(=O)(=O)NCC2CCCO2)cc1 (centres undefined),-4,-6,0.5,-2,-1,-5,3.5,-22,-4
CCc1ccc(S(=O)(=O)/N=C2\C=C(Nc3ccc(O)cc3)C(=O)c3ccccc32)cc1,63*,-3,0.1,16,2,8,5.9,-11,16
Cc1ccccc1Nc1c(-c2cccnc2)nc2cccc(C)n12,1,4,-0.1,-11,-1,3,2.1,0,-4
Cc1cc(C(=O)NNc2ccc(Cl)cc2)no1,7,-4,0.0,-5,-1,-2,-1.8,-3,-4
COc1ccc(S(=O)(=O)N2CCC(C(=O)N3CCOCC3)CC2)cc1OC,-1,-4,0.1,12,1,-2,2.4,-11,-7
O=C(COC(=O)c1cccc(-n2cnnn2)c1)Nc1c(Cl)cccc1C(F)(F)F,-2,-1,0.0,0,1,-4,3.2,3,-10
CCNC(=O)/C(C#N)=C/c1c(N2CCOCC2)nc2ccccn2c1=O,5,-10,-0.1,11,-2,-8,4.1,11,-23
Cc1ccc(NC(=O)c2sc3nc(C)nc(N4CCN(c5ccccn5)CC4)c3c2C)c(C)c1,-1,28,0.1,17,5,3,0.7,-1,11
